Assay outcomes as filed in PubChem BioAssay.
HSP90 inh = HSP90 inhibitors, primary screen, cell lysate, luminescence | Heat shock protein HSP 90 (rabbit reticulocyte lysate; luciferase refolding) | Rabbit reticulocyte lysate, luciferase refolding luminescence, 3 h | AID 1789, 2009 | inhibition, % at 5.6 µM | hit rate 0.91% among 290,000;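 active = inhibition above the screen-wide mean plus 3 SD, computed separately per campaign, cut at about 16% in these data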;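 also: 0% = DMSO wells and 100% = 60 µM geldanamycin wells; inhibitors lower the luminescence because luciferase stays unfolded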
GSK3 alpha inh = blockers of GSK3A enzyme activity – biochemical, luminescence, cell-free homogeneous, HTS, primary screen | Glycogen synthase kinase-3 alpha (Homo sapiens), P49840 | GSK-3 alpha kinase, ADP-Glo luminescence, 60 min | inhibition, % at 10 µM | hit rate 0.1% among 320,000;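 in the data active = inhibition above about 50%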;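 also: GST-tagged GSK-3 alpha with peptide substrate and 25 µM ATP; 0% = DMSO neutral wells and 100% = GW8510 positive control wells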
Target sequence (P49840 whole entry, looked up): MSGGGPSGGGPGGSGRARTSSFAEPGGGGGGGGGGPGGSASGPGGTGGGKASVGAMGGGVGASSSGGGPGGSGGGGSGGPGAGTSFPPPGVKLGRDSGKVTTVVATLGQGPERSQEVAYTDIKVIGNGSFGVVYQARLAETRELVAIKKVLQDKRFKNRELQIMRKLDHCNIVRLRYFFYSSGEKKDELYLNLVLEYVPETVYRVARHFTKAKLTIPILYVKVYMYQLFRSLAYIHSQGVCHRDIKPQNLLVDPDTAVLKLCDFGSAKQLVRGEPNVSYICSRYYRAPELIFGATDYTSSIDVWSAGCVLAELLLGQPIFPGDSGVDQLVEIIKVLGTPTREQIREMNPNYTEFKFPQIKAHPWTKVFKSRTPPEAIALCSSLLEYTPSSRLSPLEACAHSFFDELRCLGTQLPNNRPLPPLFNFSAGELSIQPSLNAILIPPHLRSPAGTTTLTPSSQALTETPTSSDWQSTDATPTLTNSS
HIF activator = HIF pathway transcriptional activators, primary screen, cell-based, U2OS HRE-luciferase, luminescence; U2OS HRE-luciferase reporter; normalized: DMSO 0%, desferrioxamine 100%; activation, % at 7.5 µM (by protocol); hit rate 0.32% among 300,000;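 active = mean activation of at least 10% of the iron chelator positive control signal, with at least half of replicates also reaching 10%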
AI-2 QS modul = Vibrio harveyi AI-2 quorum sensing modulators, primary screen, JMH597 strain, luminescence/OD600 ratio; Vibrio harveyi JMH597 AI-2 luminescence/OD600 ratio, 9 h; hits give low values; strain lacks LuxN and CqsS sensors; 0 = neutral-control median; activity change, % at 7.5 µM; hit rate 0.4% among 300,000; AID 2094, 2009; in the data active = activity change below about -75%, passing the limit was not always enough;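 also: luminescence divided by OD600 gain over 9 h not by final OD600 alone; inactives centre near 13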
KLF5 inh = KLF5 expression inhibitors, primary screen, DLD-1 cells, luminescence; DLD-1 KLF5 promoter-luciferase reporter; inhibition, % at 5 µM; hit rate 0.23% among 290,000; AID 1700, 2009;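 active = inhibition above a per-plate limit of that plate's mean compound inhibition plus 3 SD, cut at about 60% in these data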;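 also: 0% = DMSO wells and 100% = LY294002 at 200 µM; higher means less KLF5 promoter-driven luciferase light; inactives centre near -14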
IEC-6 tox = cytotoxicity in IEC-6 intestinal epithelial cells, primary screen, cytotoxicity control for KLF5 inhibitor project, cell-based, luminescence; AID 1825, 2009; IEC-6 cytotoxicity, luminescence viability; inhibition, % at 5 µM; hit rate 0.78% among 290,000; in the data active = inhibition above about 22%;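 also: 0% = plate median of test compound wells and 100% = cytotoxic reference compound wells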
GSK3B inh = human GSK3beta kinase inhibitors, primary screen, biochemical, cell-free homogeneous, HTS; activity score (negative = inhibition), % at 10 µM; hit rate 0.038% among 300,000; Glycogen synthase kinase-3 beta (Homo sapiens), P49841; GST-GSK3beta kinase, ADP-Glo luminescence, 60 min; hits give low values; AID 2097, 2009;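 active = more than half of replicate wells score below -50%, meaning over 50% inhibition versus plate controls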;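 also: 0% = median DMSO wells and -100% = median GW8510 positive control wells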
Target sequence (P49841 whole entry, looked up): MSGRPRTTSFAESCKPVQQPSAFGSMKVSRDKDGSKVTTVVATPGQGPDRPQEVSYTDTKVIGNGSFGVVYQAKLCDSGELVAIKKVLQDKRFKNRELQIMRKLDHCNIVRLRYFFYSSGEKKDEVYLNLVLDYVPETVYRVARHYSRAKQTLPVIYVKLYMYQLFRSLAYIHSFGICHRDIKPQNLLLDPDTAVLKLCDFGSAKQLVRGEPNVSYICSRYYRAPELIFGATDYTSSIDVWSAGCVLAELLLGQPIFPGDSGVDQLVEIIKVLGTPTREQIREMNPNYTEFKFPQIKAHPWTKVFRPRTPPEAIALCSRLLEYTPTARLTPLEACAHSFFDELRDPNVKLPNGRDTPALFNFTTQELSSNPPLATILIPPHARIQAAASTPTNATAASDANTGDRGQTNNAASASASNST
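Test system: GST-fused GSK3beta enzyme, cell-free | Quantity: 1.6 ng GST-GSK3beta enzyme per well | Reagent: 25 µM ATP with peptide substrate | Schedule: 60 min enzyme reaction, room temperature | Signal: Luminescent ADP-Glo measurement of ADP formed | Read-out basis: Score relative to plate controls | Control set: DMSO and 20 µM GW8510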
aSyn 5UTR inh = MLPCN primary screen, SNCA 5' untranslated region; alpha-synuclein 5'UTR reporter, inhibitor activity; inhibition, % (tested at 7.5 µM); hit rate 0.82% among 300,000; AID 1813, 2009; in the data active = inhibition above about 60%;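 also: H4 neuroglioblastoma cells stably carrying SNCA 5'UTR luciferase fusion; 0% = DMSO wells and 100% = positive control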
HSF1 activator = HSF-1 activators, primary screen, NIH3T3-HGL cells, MG132 stress, luminescence, single point | NIH3T3-HGL HSF-1 luciferase reporter, 8 h; 100% = twice DMSO control signal | activation, % at 9 µM | hit rate 1.7% among 300,000;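 active = mean replicate activation of at least 50% with a set share of replicates each reaching 50%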;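 also: 0% = median of the neutral control wells and 100% = twice that signal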
HSF1 inhib = HSF1 inhibitors in luciferase reporter cells, primary screen, cell-based, NIH3T3, luminescence | NIH3T3-HGL HSE-luciferase, MG132-induced, luminescence 8 h; hits give low values | activity change, negative = inhibition, % at 7.5 µM (by protocol) | hit rate 0.77% among 300,000 | AID 2098, 2009;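 active = more than half of replicate wells show activity change below -50%, luminescence cut by over half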;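 also: luciferase reports HSF-1 transcriptional activity via heat shock element; 0% = median of DMSO wells and -100% = zero luminescence signal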
* marks the source's active call; other numbers are inactive results; / = no result given.

SMILES	HSP90 inh	GSK3 alpha inh	HIF activator	AI-2 QS modul	KLF5 inh	IEC-6 tox	GSK3B inh	aSyn 5UTR inh	HSF1 activator	HSF1 inhib
O=C(Cn1cncn1)N/N=C/c1ccccc1O	-1	1	-0.3	16	-17	4	1	-4	-3	3
O=C(NCC(O)c1ccccc1)c1cccc(S(=O)(=O)N2CCOCC2)c1 (stereo unspecified)	-2	-1	0.6	31	-35	-8	4	-17	-1	-6
O=C(CCS(=O)(=O)Cc1ccccc1)N1CCN(c2ccc([N+](=O)[O-])cc2)CC1	1	-2	-0.1	8	-19	0	2	4	17	-5
COc1ccc(C(=O)Cn2c(NCCO)nc3ccccc32)cc1	-1	-4	-0.8	-2	2	-3	-4	13	-16	-8
Cc1ccc(S(=O)(=O)NCc2ccccc2)cc1C(=O)N(C)Cc1ccccc1F	-4	-2	-0.5	9	-12	-2	-1	-5	10	3
Cc1ccc(C(=O)COc2ccc3c(C)cc(=O)oc3c2)cc1	-6	-3	-0.1	9	-32	-8	3	-60	14	0
COc1ccc(CCNC(=O)CSCc2ccc(Br)cc2)cc1OC	-4	-1	-1.4	20	-9	-2	1	9	3	3
CC1CCCC(NS(=O)(=O)c2ccc3c(c2)OCCO3)C1C (stereo unspecified)	2	1	0.3	-4	-12	2	-4	18	1	5
COc1cc(C2c3[nH]c4ccccc4c3C[C@@H]3C(=O)N(Cc4ccco4)CC(=O)N23)cc(OC)c1OC (stereo partly specified)	0	-1	0.7	10	-24	-2	-1	12	6	0
OCC1CCN(Cc2nc(Cc3ccccc3Cl)no2)CC1	-10	/	0.6	10	-5	0	0	-8	2	-3
C=CCOc1ccc(/C=C\c2nc(O)c([N+](=O)[O-])c(=O)[nH]2)cc1OC	3	-3	-1.0	4	-27	-1	3	-9	3	-12
CCOc1nc(NCCO)nc(NCCC2=CCCCC2)n1	-1	0	0.5	23	-7	0	2	18	10	-3
COc1ccc(OC)c(/C=N/NC(=O)c2cc3c(OC)cccc3[nH]2)c1	-3	0	0.3	30	-10	9	0	-9	-9	-6
CCc1ccc(NS(=O)(=O)c2ccc3[nH]cc(C(=O)N4CCCCC4)c(=O)c3c2)cc1	-3	0	1.1	-5	-3	1	3	-9	-21	-1
CC(OC(=O)Cc1n[nH]c(=O)c2ccccc12)C(=O)Nc1cc(Cl)cc(Cl)c1 (stereo unspecified)	/	/	-0.3	-10	/	/	-6	1	24	11
CCOc1ccc2nc(NC(=O)CSc3nc4ccccc4c(=O)n3Cc3ccco3)sc2c1	-3	0	-0.6	10	5	-5	-2	-9	9	8
CC(C)CCNC(=O)CCCC1=NS(=O)(=O)c2ccccc2N1	5	-2	0.3	21	-5	1	2	3	-17	-10
COc1ccc(C(C)=O)cc1CSc1nc2cc(C(=O)O)ccc2c(=O)n1Cc1ccccc1	0	-3	-0.3	24	2	-1	-20	7	-1	-2
O=C(COc1ccccc1)NNC(=O)COc1ccc([N+](=O)[O-])cc1	0	0	-0.2	-10	-6	1	-1	12	8	-1
CCN1CCN(CC(O)COCc2cc(OC)c(OC)c(OC)c2)CC1 (stereo unspecified)	-2	0	0.1	6	7	0	1	4	1	-9
COc1ccc(/C=N/NC(=O)CSCc2ccc([N+](=O)[O-])cc2)cc1OC	-6	1	/	14	-3	0	2	42	/	/
NNC(=O)c1cccc(COCC(F)(F)C(F)F)c1	3	-2	-1.0	11	6	3	0	7	9	0
O=C(NCCc1ccco1)C(=O)NCCC1CCCCN1S(=O)(=O)c1ccccc1 (stereo unspecified)	/	-3	0.0	12	/	/	3	12	3	1
O=C(O)C1CCCN1S(=O)(=O)c1ccc2c(c1)CCC2 (stereo unspecified)	-3	-3	0.3	14	-21	-6	0	-21	-13	-3
O=C(CCN1C(=O)COc2ccccc21)NCc1ccco1	3	-7	0.0	-6	-23	-3	-3	12	0	-6
The listing continues:
SMILES	HSP90 inh	GSK3 alpha inh	HIF activator	AI-2 QS modul	KLF5 inh	IEC-6 tox	GSK3B inh	aSyn 5UTR inh	HSF1 activator	HSF1 inhib
COc1cccc(/C(O)=C2/C(=O)C(=O)N(CCN(C)C)C2c2ccccn2)c1 (stereo unspecified)	-4	4	-0.3	18	-32	-6	2	0	1	-10
Cc1nnc(SCCn2c(N3CCN(C)CC3)nc3c2c(=O)n(C)c(=O)n3C)s1	-3	1	0.1	3	-37	-3	2	-4	0	-13
Cc1ccc(-c2nc(CS(=O)CC(=O)NCc3ccccc3)c(C)o2)cc1 (stereo unspecified)	2	-1	-0.1	45	12	5	-3	-11	-20	-12
COc1ccc(NC(C)=O)cc1NC(=O)CSc1nnc(-c2ccccn2)n1C	-1	-2	-0.1	19	-20	-1	1	0	5	-10
CCN(c1ccc(OC)cc1)S(=O)(=O)c1nnc(NC(=O)CC(C)C)s1	0	-1	0.0	9	9	7	0	20	34	-1
O=C(NCc1ccc(Cl)cc1)c1cc(=O)nc2sc(-c3ccccc3)nn12	0	0	-0.2	17	-18	-3	2	29	11	5
O=C(Nc1cscc1S(=O)(=O)c1ccccc1)c1ccccc1Cl	15	-1	-0.1	14	-31	2	0	-2	23	-7
COc1ccc(/C=C(/Sc2nnc(-c3ccc(Cl)cc3)o2)C(=O)O)cc1	0	-2	-0.3	31	2	8	-1	-6	-9	-14
CCOC(=O)CC1ON(C)C(=O)N1c1ccc(Cl)cc1Cl (stereo unspecified)	-2	/	-0.6	14	-27	4	3	-9	3	-1
O=c1[nH]cnc2scc(C3COc4ccccc4O3)c12 (stereo unspecified)	3	4	4.7	25	-8	-9	0	-48	17	-5
COc1c(S(=O)(=O)n2nc(C)cc2C)ccc(Cl)c1Cl	0	-2	0.0	10	11	6	1	20	-9	-3
CN(C)CCN(Cc1ccccc1)c1nccc(N(C)C)c1C#N	3	-1	0.4	24	-13	-2	3	9	-1	9
COc1ccc(N2CCN(C(=O)c3cc(=O)[nH]c4ccccc34)CC2)cc1	4	-1	-0.1	36	-18	-7	0	-13	32	3
O=C(CNC1CCCC1)Nc1cc(Cl)ccc1[N+](=O)[O-]	8	-8	0.0	10	2	4	0	0	-6	-4
O=C(NCc1ccccc1)c1onc(CS(=O)(=O)c2ccccn2)c1C(=O)NCc1ccccc1	/	-3	-1.1	9	/	/	2	25	15	6
O=C(COC(=O)c1cccc2ccccc12)NCC1CCCO1 (stereo unspecified)	2	-2	-0.4	3	-24	7	-3	-4	29	14
CC(C(=O)NC1CCCCC1)N1CCN(C)CC1 (stereo unspecified)	5	-2	0.1	16	-4	-1	0	2	-3	-1
O=S(O)OC1CS(=O)(=O)CC1c1ccccc1 (stereo unspecified)	4	0	0.3	2	-29	-3	1	-2	35	2
COC(=O)c1ccc(C(=O)OC)c(=O)[nH]1	-1	-1	-0.1	8	-28	-1	-4	-1	1	-9
CCN(CC(=O)Nc1c(F)cccc1F)C(=O)C1Cc2ccccc2CN1S(=O)(=O)CC (stereo unspecified)	/	-2	-0.1	16	/	/	4	-16	-20	-5
Cc1cccc(CC2CC(=O)N(C3CCCCC3)C2=O)c1 (stereo unspecified)	-3	-1	-0.3	11	-8	-9	0	2	10	-4
Cc1ccccc1NC(=S)NC(NC(=O)N(C)C)C(Cl)(Cl)Cl (stereo unspecified)	-5	-1	0.0	11	-34	-6	1	5	8	-1
Cc1nc(SCC(=O)N2CCN(c3ccccc3)CC2)n[nH]1	3	1	-0.4	3	-11	3	0	-13	0	-4
COc1ccc(OCC(O)CNC(=O)c2ccc(C)cc2)cc1 (stereo unspecified)	0	-1	-0.1	17	2	-1	-1	3	7	0
CCn1c(C)nc2cc(C(=O)NNC(=O)Nc3ccc(Cl)c(Cl)c3)ccc21	1	-2	0.1	30	-18	0	0	-9	-51	-47
Next records:
SMILES	HSP90 inh	GSK3 alpha inh	HIF activator	AI-2 QS modul	KLF5 inh	IEC-6 tox	GSK3B inh	aSyn 5UTR inh	HSF1 activator	HSF1 inhib
Cc1cc(=O)[nH]c(SCCOc2cccc(C(F)(F)F)c2)n1	-2	1	0.2	14	-32	0	-2	2	-7	8
N#CCc1ccc(NC(=O)c2cc(S(=O)(=O)N3CCOCC3)ccc2Cl)cc1	-3	-1	0.7	19	-20	-1	2	14	-5	4
Cc1cc(C(=O)N2CC(C)CC(C)C2)n(-c2ccccc2)n1 (stereo unspecified)	-5	-23	-0.1	8	6	-1	0	6	1	1
COc1cc(/C=N/n2c(SC)nnc(C(C)(C)C)c2=O)ccc1O	-1	3	0.1	2	-52	0	0	1	5	-3
COc1ccc(CCNC(=O)CSc2nc(-c3ccc(OC)c(OC)c3)ccc2C#N)cc1	-1	-4	225*	15	-11	2	2	-10	-2	-3
CCC(C)OC(=O)C1=C(C)NC2=C(C(=O)C(C(=O)OC)C(C)C2)C1c1ccc(N(C)C)cc1 (stereo unspecified)	-3	-1	-0.2	9	7	2	1	-14	5	-1
CC(=O)Nc1ccc(/C=C2\Sc3ccccc3C2=O)cc1	-1	0	0.2	22	-13	1	-2	-23	23	10
COc1ccc(NC(=O)C(c2ccccn2)N(C(C)=O)c2ccc(C)cc2)cc1 (stereo unspecified)	-1	-1	1.4	8	1	0	0	-56	11	13
CC(C)CCOc1cccc(OCC(=O)N(C)C2CCS(=O)(=O)C2)c1 (stereo unspecified)	-5	0	0.1	0	4	-12	-3	-16	-2	7
CC(=O)CC[C@@H](C)O[C@@H]1OC(C)[C@H](O)CC1O (stereo partly specified)	/	0	-4.7	21	/	/	2	0	-8	-9
Cc1ccc(C(=O)N2CCN(S(=O)(=O)c3cc(Br)ccc3Br)CC2)o1	4	-1	-0.1	17	-1	-1	3	15	-3	1
O=C(c1cn(-c2ccccc2)nc1-c1cccs1)N1CCN(c2ccc(F)cc2)CC1	1	-2	-0.2	26	-9	5	-1	-2	13	5
Cc1cc(OCCn2nc(C(=O)O)c3ccccc3c2=O)ccc1C(C)C	4	/	1.7	-50	-15	4	2	-2	32	0
COc1ccc(C(=O)Nc2sc(C)c(C)c2CN2CCOCC2)cc1	-1	3	3.3	38	-83	1	-1	-84	399*	398

Molecules from the list above that have a cyano group, in the order listed:
SMILES	HSP90 inh	GSK3 alpha inh	HIF activator	AI-2 QS modul	KLF5 inh	IEC-6 tox	GSK3B inh	aSyn 5UTR inh	HSF1 activator	HSF1 inhib
CN(C)CCN(Cc1ccccc1)c1nccc(N(C)C)c1C#N	3	-1	0.4	24	-13	-2	3	9	-1	9
N#CCc1ccc(NC(=O)c2cc(S(=O)(=O)N3CCOCC3)ccc2Cl)cc1	-3	-1	0.7	19	-20	-1	2	14	-5	4
COc1ccc(CCNC(=O)CSc2nc(-c3ccc(OC)c(OC)c3)ccc2C#N)cc1	-1	-4	225*	15	-11	2	2	-10	-2	-3
